TrxR1 inh: rat TrxR1 inhibition. Potency, µM (top dose mostly 114 µM), without a hit: at the top dose activity change, negative = inhibition, actives largely listed as inhibitors. O89049. actives 1% (n = 390,000). recombinant rTrxR1, NADPH fluorescence consumption, selenite substrate; note: potency is the fitted concentration of half-maximal effect; % is set by controls: 0 for no effect and ±100 for the full control effect; nearly all actives have a fitted effect of over 65% in size
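Rat TrxR1 (90 nM in the dispensed reagent) was pre-reduced with 400 uM NADPH for 5 min at room temperature, then incubated with compound for 15 min. After 400 uM selenite was added, NADPH fluorescence (Ex 340/Em 450 nm) was followed for 8 min.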
TRHR ag: activates the human TRH receptor; activation, % at 2 µM; P34981; actives 0.18% (n = 360,000); AID 493084; TRHR cells, calcium flux fluo-8, FDSS agonist mode; in the data active = activation above about 30%; note: 0% is about no effect
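Fluo-8-loaded TRHR cells; 10 s baseline, compound added, kinetic Ca2+ fluorescence read 1/s, agonist mode.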
PI4K2A block: PI4K2A (human) kinase inhibition; Q9BTU6; purified PI4K2A, ADP-Glo luminescence, 1 h; stronger effect = lower value; activity change, negative = inhibition, % at 76.9 µM; actives 0.13% (n = 420,000); in the data active = activity change below about -50%; inconclusive = mostly about -30% to -49%;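 note: -100% = wells without enzyme as full effect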
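Compounds are screened against recombinant PI4K2A using PI as substrate and ATP, the latter dispensed at 300 microM. Reactions run one hour at ambient temperature before ADP-Glo detection; full inhibition defined by wells lacking enzyme.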
USP1 inh: blocks the human USP1/UAF1 deubiquitinase complex; O94782; recombinant USP1/UAF1, Ub-Rhodamine cleavage fluorescence; Potency, µM (doses to about 57.1 µM), inactives show at the top dose activity change, negative = inhibition, usual class: inhibitors; actives 0.23% (n = 390,000); note: potency is the fitted concentration of half-maximal effect; % is set by controls: 0 for no effect and ±100 for the full control effect; nearly all actives have a fitted effect of over 60% in size; inactives centre near -12
Target sequence (O94782 whole entry, looked up): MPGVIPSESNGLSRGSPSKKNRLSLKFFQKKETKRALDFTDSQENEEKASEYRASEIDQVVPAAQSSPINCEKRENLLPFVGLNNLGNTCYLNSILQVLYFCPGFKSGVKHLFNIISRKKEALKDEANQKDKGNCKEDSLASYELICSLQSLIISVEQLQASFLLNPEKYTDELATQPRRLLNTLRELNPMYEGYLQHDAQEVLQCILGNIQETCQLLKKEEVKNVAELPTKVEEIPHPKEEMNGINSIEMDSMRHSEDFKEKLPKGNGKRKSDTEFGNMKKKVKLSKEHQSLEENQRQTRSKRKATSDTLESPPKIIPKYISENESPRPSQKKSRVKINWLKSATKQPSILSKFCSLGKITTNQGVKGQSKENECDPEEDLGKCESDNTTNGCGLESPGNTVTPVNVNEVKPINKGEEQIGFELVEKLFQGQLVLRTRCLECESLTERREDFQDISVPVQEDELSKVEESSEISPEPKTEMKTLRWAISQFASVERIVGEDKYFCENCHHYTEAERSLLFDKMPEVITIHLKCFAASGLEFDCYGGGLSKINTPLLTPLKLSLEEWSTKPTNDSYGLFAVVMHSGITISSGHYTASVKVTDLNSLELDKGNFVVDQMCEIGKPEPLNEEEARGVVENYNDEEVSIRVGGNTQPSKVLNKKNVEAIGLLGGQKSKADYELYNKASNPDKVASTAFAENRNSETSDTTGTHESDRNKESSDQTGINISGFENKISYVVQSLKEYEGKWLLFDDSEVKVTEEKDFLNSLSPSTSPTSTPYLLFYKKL
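USP1/UAF1 complex at 1 nM was preincubated with compound for 15 min at room temperature, then Ub-Rho substrate (150nM final) was added. Fluorescence (480/540 nm) was read kinetically, 6 reads every 60 seconds.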
mIDH1 inhibitor: blocks human mutant IDH1 R132H enzyme | O75874 | IDH1-R132H enzyme, NADPH consumption, diaphorase/resazurin fluorescence | Potency, µM (highest dose often 76.6 µM), inactives show top-dose activity change, negative = inhibition, hits mostly inhibitors | actives 0.093% (n = 390,000) | AID 602179; note: potency is the fitted concentration of half-maximal effect; % is set by controls: 0 for no effect and ±100 for the full control effect; nearly all actives have a fitted effect of over 65% in size
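IDH1-R132H (0.5 ug/mL dispensed) in pH 7.5 Tris buffer was preincubated 30 min with compound, then given a substrate mix of 0.016 mM NADPH and 2 mM alpha-KG for 80 min at room temperature; remaining NADPH was read by diaphorase/resazurin fluorescence.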
D2 agonist: activates the human D2 dopamine receptor | HEK293 T-REx D2 cells, calcium flux agonist mode | activation, % at 2 µM | actives 0.53% (n = 340,000);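 active = activation over 3 SD above normal in the single-dose calcium agonist read, cut at about 30% in these data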; note: 0% is about no effect
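Calcium-flux readout, 1 cycle/sec over 180 s following compound pin transfer, in inducible HEK293 Trex D2 cells (force-coupled); dopamine controls included. Positive calcium responses during this window marked compounds as potential agonists.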
TrxR1 substrate: substrates of rat thioredoxin reductase 1; O89049; purified TrxR1 substrate turnover, NADPH consumption readout; Potency, µM (series often up to 114 µM), for inactives: top-dose activity change, negative = substrate turnover; AID 588456; actives 0.01% (n = 390,000); note: potency is the fitted concentration of half-maximal effect; % is set by controls: 0 for no effect and ±100 for the full control effect; nearly all actives have a fitted effect of over 50% in size
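Rat TrxR1, dispensed at 90 nM, was prereduced with 400 uM NADPH (final) for 5 min at ~22 deg C, then incubated with compound 15 min before 400 uM selenite. A first-read NADPH fluorescence drop versus no-compound background flagged substrates.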
D2 antagonist: antagonists of human D2 dopamine receptor | inhibition, % at 10 µM | actives 2% (n = 340,000) | HEK293 TREx D2 cells, calcium flux, dopamine EC80 | AID 485344 | P14416; in the data active = inhibition above about 30%; note: 0% is about no effect
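Read-out: kinetic calcium fluorescence (1 cycle/s) in inducible HEK293 T-REx D2 cells after an EC80 dopamine addition that followed 180 s compound preincubation. Loss of the dopamine response indicates antagonism.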
TRHR PAM: allosterically enhances the human TRH receptor; enhancement, % at 2 µM; TRHR cells, fluo-8 calcium fluorescence, EC20 TRH enhancement; actives 0.66% (n = 360,000); P34981; in the data active = enhancement above about 30%; note: 0% is about no effect
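TRHR-expressing cells loaded with fluo-8 calcium dye were read kinetically (ex 480/em 530) during compound addition, then stimulated with an EC20 of TRH (10 nM final). Enhancement of the Gq-mediated intracellular calcium response was scored.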
Starred values were filed as active, the others as inactive; u = inconclusive; x = not tested or not shown; [ ] = remark or other dose. Unless noted, calls come from the whole dose curve; as a rule, active = well fitted inhibition curve with a large enough effect; inconclusive = small, poorly fitted or top-dose-only effect; inactive = no such curve, though single readings can be large or run the other way.

Values run as follows: USP1 inh	mIDH1 inhibitor	TrxR1 substrate	TRHR ag	PI4K2A block	D2 agonist	TRHR PAM	D2 antagonist	TrxR1 inh
> C/C(Nc1ccccc1C(F)(F)F)=C1/CCOC1=O
 : -28%	0%	-9%	-3.7	-3	0.3	2	-2	1%[57.1 µM]
> Cc1ccc(CN2C(=O)c3ccccc3C2C(=O)NC2CCCCCC2)cc1 (stereo unspecified)
 : -19%	3%	0%	-1.7	10	-0.7	-6	x	11%
> Cc1ccccc1-c1nnc(SCc2ccc(F)cc2)o1
 : -3%	2%	0%[57.1 µM]	-0.2	2	0.2	-4	-10	13%[57.1 µM]
> COc1cc(N)c(Cl)cc1C(=O)OC(C)C(=O)Nc1cccc(S(=O)(=O)N2CCOCC2)c1 (stereo unspecified)
 : -1%	2%	-8%	1.7	-5	-0.1	-5	0	-3%
> COC(=O)c1ccc(NC(=S)Nc2ccc(O)cc2)cc1
 : -5%	-8%	-1%	0.2	-6	0.8	-2	-5	u
> CC(=O)c1ccccc1NC(=O)COC(=O)c1cc(C)oc1C
 : -24%	-7%	2%	-0.1	-4	-0.1	-6	-5	25%
> Cc1cc2cc(CNC(=O)C3CCCC3)ccc2n1C
 : -14%	-4%	-10%	-0.2	0	-2.2	-9	3	16%[57.1 µM]
> COc1cccc(-c2cc(C(=O)N3CCN(C(c4ccccc4)c4ccccc4)CC3)no2)c1
 : -7%	3%	1%[57.1 µM]	0.0	-1	0.2	-2	4	9%[57.1 µM]
> Cc1ccc(-c2csc(/C(C#N)=C/c3ccccc3Cl)n2)cc1
 : u	-6%	-3%	4.1	-4	1.3	2	x	-9%
> O=C(Nc1cc2c3c(c1)CC(=O)N3CCC2)C1CCCCC1
 : -18%	4%	-9%	0.0	-1	0.1	4	-14	-4%
> COc1cccc(N2CCN(C(=O)Nc3ccccc3Cl)CC2)c1
 : -15%	0%	8%	1.2	-2	x	6	x	34%
> Cc1[nH]c(C)c(S(=O)(=O)N2c3ccccc3CC2C)c1C(=O)N1CCCCC1 (stereo unspecified)
 : -24%	-12%	5%	0.4	-1	0.6	-9	-10	19%
> CC1=C(C(N)=O)C(c2cccc(F)c2)n2nc(SCc3ccccc3)nc2N1 (stereo unspecified)
 : 1%	-6%	8%[57.1 µM]	0.7	-6	-1.3	-5	x	30%[57.1 µM]
> CN(C)c1nc(N(C)C)nc(N(C#N)CN2C(=O)c3ccccc3S2(=O)=O)n1
 : -17%	-1%	8%[57.1 µM]	-0.7	-3	1.7	-14	-19	10%[57.1 µM]
> COc1ccccc1COC(=O)C(NC(=O)c1ccc(C)cc1)C(C)C (stereo unspecified)
 : -24%	-2%	-2%	-0.3	-2	x	-17	x	18%[57.1 µM]
> FC(F)(F)c1cccc(NC(=S)NCc2ccc(Cl)cc2)c1
 : -12%	-6%	1%[57.1 µM]	3.0	5	-0.3	-2	4	12%[57.1 µM]
> O=Cc1c(NCc2ccccc2F)c2ccccc2[nH]c1=O
 : -20%	1%	-5%	0.4	1	-0.2	-1	-6	-1%[57.1 µM]
> Cc1ccc(CNS(=O)(=O)c2ccc(CN3C(=O)c4cccnc4C3=O)cc2)o1
 : -7%	6%	-2%	-1.9	2	0.5	0	14	u
> O=C(O)CSc1nnc(-c2cccc(S(=O)(=O)N3CCCCC3)c2)o1
 : u	10%	8%[57.1 µM]	1.8	-3	2.1	-5	-4	15%[57.1 µM]
> CCCOc1ccccc1C(=O)Nc1nc2c(s1)CCCC2
 : -8%	18%	2%	1.5	-4	x	4	x	u

Complete entries, looked up by structure. Values in the order: USP1 inh	mIDH1 inhibitor	TrxR1 substrate	TRHR ag	PI4K2A block	D2 agonist	TRHR PAM	D2 antagonist	TrxR1 inh
FC(F)(F)c1cccc(NC(=S)NCc2ccc(Cl)cc2)c1 in the list: -12%	-6%	1%[57.1 µM]	3.0	5	-0.3	-2	4	12%[57.1 µM]
CC1=C(C(N)=O)C(c2cccc(F)c2)n2nc(SCc3ccccc3)nc2N1 (stereo unspecified) in the list: 1%	-6%	8%[57.1 µM]	0.7	-6	-1.3	-5	x	30%[57.1 µM]
Cc1ccc(CNS(=O)(=O)c2ccc(CN3C(=O)c4cccnc4C3=O)cc2)o1 in the list: -7%	6%	-2%	-1.9	2	0.5	0	14	u

Next part.
Values run as follows: USP1 inh	mIDH1 inhibitor	TrxR1 substrate	TRHR ag	PI4K2A block	D2 agonist	TRHR PAM	D2 antagonist	TrxR1 inh
> O=C(c1cccc(C(=O)N2CCN(c3ccc(F)cc3)CC2)c1)N1CCN(c2ccc(F)cc2)CC1
 : -13%	2%	-8%	-0.1	-2	0.1	-8	20	0%
> Cc1cccc(C(=O)OCC(=O)N2CC(C)CC(C)C2)c1C (stereo unspecified)
 : -19%	-6%	5%	x	-1	x	x	x	19%
> OC(COc1c(Br)cc(Br)cc1Br)CN1CCOCC1 (stereo unspecified)
 : -16%	-1%	-6%	-0.5	1	-1.6	1	-14	-10%
> CN1CCc2c(c3ccccc3n2C)C1
 : -8%	13%	8%[57.1 µM]	1.1	-1	0.8	-3	61*	16%[57.1 µM]
> Cc1ccc(CCNC(=O)c2ccc3c(c2)N(Cc2ccccc2F)C(=O)c2ccccc2S3=O)cc1 (stereo unspecified)
 : -35%	-5%	3%	0.0	2	1.2	2	x	37%
> Cc1ccc(-n2nc3c(=O)n(CCCC(=O)NCc4cccc(Cl)c4)nc(C)c3c2C)cc1
 : -20%	0%	-8%	-2.0	5	-0.1	-5	3	13%
> Cc1ccc(-n2ncc(C(=O)Nc3ccc4c(c3)OCCO4)c2C2CCN(C(=O)OC(C)(C)C)CC2)cc1C
 : -9%	5%	-8%	0.6	-3	x	-4	x	21%
> CCOC(=O)[C@@H]1[C@H]2COc3cc(OC)ccc3[C@H]2N2C(=O)N(c3ccc(F)cc3)C(=O)[C@@]12C
 : -27%	-6%	7%[57.1 µM]	1.1	0	0.1	5	-5	10%[57.1 µM]
> CCCC(=O)Nc1ccc(Nc2ccccc2)cc1
 : -8%	-8%	-3%	0.3	2	1.0	1	-7	11%
> Cc1cc(C)nc(NC(=O)c2cc(-c3ccc4c(c3)OCO4)nc3ccccc23)c1
 : -17%	5%	10%	-0.1	-5	-0.5	4	-1	12%
> CC(=O)c1cccc(NC(=O)C2CCN(S(=O)(=O)c3c(C)n[nH]c3C)CC2)c1
 : -6%	3%	3%	0.8	8	1.2	0	10	7%
> COc1ccc(NC(=O)Nc2nnc(Cc3ccc(F)cc3)s2)cc1
 : -33%	-1%	5%	1.2	-7	x	-4	0	29%[57.1 µM]
> O=C(COC(=O)c1cc([N+](=O)[O-])ccc1N1CCOCC1)c1ccc(OC(F)F)cc1OC(F)F
 : -6%	-2%	-7%	1.3	-7	1.6	-2	44*	-7%
> CCOc1ccc2nc(SCC(=O)Nc3ccc(S(=O)(=O)N4CCCC4)cc3)c(C)cc2c1
 : -18%	4%	1%	-0.3	-1	-0.7	-6	13	16%
> O=C1N/C(=C/c2cccs2)C(=O)N1Cc1ccc(Br)cc1
 : -18%	-1%	3%[57.1 µM]	2.1	1	4.7	3	-10	28%[57.1 µM]
> CCOC(=O)CSc1nc(C)c2cc(C)c(C)cc2n1
 : -18%	3%	12%[57.1 µM]	-0.8	-1	-0.5	0	-18	14%[57.1 µM]
> O=C(c1cccc(S(=O)(=O)N2CCN(c3ccc(F)cc3)CC2)c1)N1CCN(c2ccccc2O)CC1
 : -20%	25%	9%	x	-2	x	x	x	26%
> CCCC(=O)Nc1ccc(-c2ccc(NC(=O)CCC)cc2)cc1
 : -5%	4%	4%	1.6	4	0.4	0	2	12%
> COc1cccc(/C=c2\s/c(=C\C(=O)C(C)(C)C)[nH]c2=O)c1
 : u	8%	-6%	0.2	-4	0.1	7	2	3%[57.1 µM]
> CCOC(=O)c1c(CC(C)C)csc1NC=O
 : -13%	6%	-8%	0.2	-9	-0.7	8	6	-4%
> CCOC(=O)c1c(C)oc2nc(C)nc(NC(C)c3ccccc3)c12 (stereo unspecified)
 : 4%	-18%	-4%	1.0	1	3.2	6	x	9%
> COC(=O)c1ccc(NC(=O)Nc2ccc(C)cc2)cc1
 : -27%	11%	-11%	-0.1	-3	-2.0	-3	-3	4%
> CC1CC1C(=O)Nc1nc(-c2ccc(Cl)s2)cs1 (stereo unspecified)
 : -8%	9%	-1%[57.1 µM]	0.1	10	1.1	2	4	22%[57.1 µM]
> C#CCOc1ccccc1/C=C1/C(=O)ON=C1C
 : -30%	-4%	4%	0.3	1	0.7	0	-4	-12%
> CCOc1ccc(Cl)cc1/C=N/NC(=O)CNC(=O)c1ccccc1
 : -6%	32%[activator]	-3%	-0.3	3	-2.5	4	-15	-4%
> CCCCCCCC(=O)NN1CCOCC1
 : -24%	4%	-8%[57.1 µM]	-0.3	6	1.2	-2	7	4%[57.1 µM]
> COc1ccc(Cl)cc1C(=O)NNC(=O)CCNS(=O)(=O)c1ccccc1
 : -12%	-3%	7%	x	17	x	x	x	u
> O=C(Cc1ccccc1)NCC(=O)N1CCC2(CC1)NCCc1[nH]cnc12
 : -10%	-3%	5%	0.9	-1	0.4	13	19	21%
> CC(=O)c1ccc(NC(=O)CN2CCC(NC(=O)C3CCCCC3)CC2)cc1
 : -14%	2%	-5%	-0.6	-2	-0.3	5	-7	-2%[57.1 µM]
> COc1cc(CCNC(=O)c2ccccc2NC(=O)C2=C(C)OCCS2)cc(OC)c1OC
 : -13%	6%	4%	0.5	-6	-0.4	-7	5	u
> Cc1nc(NC(=O)c2ccc3c(c2)OCCO3)ccc1Br
 : -9%	6%	-3%	-1.5	2	1.0	-8	6	12%
> CN(C(=O)c1ccc2c(Cl)c3c(nc2c1)CCC3)c1ccccc1
 : -27%	0%	5%[57.1 µM]	-0.2	1	-0.6	-3	-6	15%[57.1 µM]
> CSCCC(NS(=O)(=O)c1ccc(C)cc1)C(=O)N(C)CC(=O)Nc1ccccc1Br (stereo unspecified)
 : -14%	4%	2%	x	-1	x	x	x	4%
> Cc1ccc(S(=O)(=O)N2CCN(C(C(=O)Nc3ccc(F)cc3)c3ccccc3)CC2)cc1 (stereo unspecified)
 : -5%	0%	-16%	0.6	1	0.3	4	3	-7%
> COc1ccc(S(=O)(=O)N2CCC(C(=O)NCC3CCCO3)CC2)cc1 (stereo unspecified)
 : -7%	12%	-5%	-0.5	3	0.1	25	-15	4%
